PglD inh – PglD (C. jejuni) enzyme inhibition; 360,000 compounds, 0.098% hits; inhibition, % at 12.5 µM; purified PglD enzyme, DTNB colorimetric CoA detection; AID 602405; in the data active = inhibition above about 16%, passing the limit was not always enough; inconclusive = no clear call, values can overlap the other calls; also: strong numbers were not always called active
ERp5 block – ERp5 (human) disulfide isomerase inhibition | 350,000 compounds, 0.05% hits | ERp5 insulin aggregation, absorbance 650 nm, 90 min | inhibition, % at 9.99 µM | AID 651711 | Q15084;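 active = mean replicate inhibition above about 25%, with every replicate also reaching it, limit read from the data, passing the limit was not always enough; inconclusive = only one of those two criteria met; inactive = neither criterion met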
DENV2 CPE – protects cells from dengue virus 2 cytopathic effect | DENV2-infected cells, cytopathic effect rescue, plate reader | AID 651640 | 350,000 compounds, 1.7% hits | CPE inhibition, % at 9.99 µM; in the data active = CPE inhibition above about 20%, passing the limit was not always enough; inconclusive = no clear call, values can overlap the other calls; tested in BHK-21 cells;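 also: 0% = median of neutral control wells and 100% = median of positive control wells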
Statin myotox sup – suppressors of simvastatin-induced myotoxicity in C2C12 myotubes; ATP luminescence, 48 h; scaled: DMSO 0, geranylgeraniol control 100; rescue of ATP level, % at 7.49 µM; 330,000 compounds, 0.78% hits; AID 602340;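 active = mean ATP rescue above about 67%, or every replicate alone reaching that limit, limit read from the data, passing the limit was not always enough; inconclusive = no clear call, values can overlap the other calls; inactive = mean under the limit and some replicate under it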;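 also: myotubes were challenged with 10 µM simvastatin during compound exposure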
SIRT5 block – sirtuin-5 (human) deacylase inhibition. Q9NXA8. Purified SirT5, succinyl-peptide AMC, trypsin-coupled fluorescence. inhibition, % at 15 µM. 330,000 compounds, 1.1% hits. AID 652115; in the data active = inhibition above about 15%; inconclusive = no clear call, values can overlap the other calls
Target sequence (Q9NXA8 whole entry, looked up): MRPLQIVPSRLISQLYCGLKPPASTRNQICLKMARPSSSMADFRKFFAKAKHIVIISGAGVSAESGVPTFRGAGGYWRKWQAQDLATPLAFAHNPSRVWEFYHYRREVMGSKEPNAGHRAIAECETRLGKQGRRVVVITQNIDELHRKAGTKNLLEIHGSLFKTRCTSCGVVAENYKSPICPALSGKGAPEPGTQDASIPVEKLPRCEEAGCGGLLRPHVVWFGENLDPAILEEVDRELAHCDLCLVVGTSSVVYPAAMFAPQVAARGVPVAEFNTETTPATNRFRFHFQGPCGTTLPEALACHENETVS
S100A4 MyoIIA – blocks human S100A4 binding to myosin IIA peptide | S100A4/TAMRA-MyoIIA peptide fluorescence polarization | inhibition, % at 10.7 µM | 360,000 compounds, 0.14% hits;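 active = mean inhibition of at least 70% across replicates, with every replicate also reaching that level; inconclusive = mean inhibition reaches 70% but some replicates fall short; inactive = mean inhibition below 70%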
Target sequence (P26447 whole entry, looked up): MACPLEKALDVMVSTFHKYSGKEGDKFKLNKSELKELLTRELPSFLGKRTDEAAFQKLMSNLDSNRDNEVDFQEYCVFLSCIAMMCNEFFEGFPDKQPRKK
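Material: S100A4 monomer protein | Medium: HEPES pH 7.2 with CaCl2, KCl, NaCl, DTT, Triton | Reagent: Labelled myosin peptide probe, 5 nM | Doses: One dose per compound | Times: 5 min incubation before reading | Benchmarks: Neutral control DMSO, positive control TFP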
E-sel inducer – induces E-selectin expression in human endothelial cells; P16581; HUVEC E-selectin immunofluorescence imaging; normalized: neutral wells 0, TNF-alpha wells 100; activation, % at 7.58 µM; 260,000 compounds, 0.37% hits;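 active = mean E-selectin-positive cell signal at least 10% of the positive control, reached in at least 60% of replicates, without over 20% cell loss; inconclusive = no rule given, readout overlaps actives, possibly toxicity-flagged; inactive = the rest, including those meeting only one limit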;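 also: in these data hits start at about 27%; measured in HUVEC primary endothelial cells; signal is the percent of cells scored E-selectin positive by PE staining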
Target sequence (P16581 whole entry, looked up): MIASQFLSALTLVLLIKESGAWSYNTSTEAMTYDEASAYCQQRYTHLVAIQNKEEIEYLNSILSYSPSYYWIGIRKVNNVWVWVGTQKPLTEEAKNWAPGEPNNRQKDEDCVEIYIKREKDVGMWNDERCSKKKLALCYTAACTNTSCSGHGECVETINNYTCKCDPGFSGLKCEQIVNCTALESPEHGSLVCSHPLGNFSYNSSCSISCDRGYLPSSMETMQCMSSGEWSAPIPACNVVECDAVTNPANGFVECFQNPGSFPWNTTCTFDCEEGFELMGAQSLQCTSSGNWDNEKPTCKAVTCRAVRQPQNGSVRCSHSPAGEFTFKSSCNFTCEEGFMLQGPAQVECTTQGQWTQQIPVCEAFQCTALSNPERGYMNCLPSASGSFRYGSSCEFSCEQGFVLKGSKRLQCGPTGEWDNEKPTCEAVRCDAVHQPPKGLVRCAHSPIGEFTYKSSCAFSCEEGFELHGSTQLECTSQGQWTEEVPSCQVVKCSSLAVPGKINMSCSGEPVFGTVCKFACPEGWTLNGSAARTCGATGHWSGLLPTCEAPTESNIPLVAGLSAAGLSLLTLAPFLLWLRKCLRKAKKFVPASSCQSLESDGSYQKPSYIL
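Test system: HUVEC; input: 3,000 HUVEC/well; measured by: immunofluorescence imaging; read-out: % PE-positive cells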
Starred values were filed as active, the others as inactive; ? = inconclusive; . = no result given; & = joins results of further samples. This is a subset (hit frequency here may not be typical).

SMILES	PglD inh	ERp5 block	DENV2 CPE	Statin myotox sup	SIRT5 block	S100A4 MyoIIA	E-sel inducer
COC1=CC(=O)OC(c2cccc(C#N)c2)C1 (stereo not drawn)	.	-1	2	.	.	3	0.3
CCC(=O)Oc1cccc(C(=O)Nc2cccc(NC(=O)c3ccco3)c2)c1	2	0	7	30	-1	-4	38*
CC1(C(=O)NS(=O)(=O)c2cccc(C#N)c2)CCN1C(=O)C1CCCCC1 (stereo not drawn)	-5	-3	4	5	.	-2	0.0
C/C=C/c1ccc(OCC(=O)NNC(=O)CN(C)S(=O)(=O)c2ccc(C)cc2)c(OC)c1	0	-3	-2	9	-1	-22	-0.5
O=C(Nc1ccccc1N1CCOCC1)c1cccc(Oc2ccccc2)c1	3	2	-3	-6	0	-2	-0.2
CC(C)(C)c1ccc(-n2ncc3c2CCCC3NC(=O)C2(C(N)=O)CC2)cc1 (stereo not drawn)	-4	0	-6	-2	-1	-2	.
O=C(NCC1CCCCC1)c1cc(S(=O)(=O)N2CCCCC2)ccc1N1CCOCC1	1	3	-5	2	4	5	-4.6
COc1ccc(CN2CCNC(=O)C2CC(=O)NCC(C)(C)N2CCOCC2)cc1C (stereo not drawn)	-5	-5	0	9	0	-1	.
CCN(C[C@H]1N[C@@](Cc2ccccc2)(C(=O)OC)[C@H]2C(=O)N(C)C(=O)[C@@H]12)S(=O)(=O)c1ccc(-c2ccccc2)cc1	1	2	-4	-2	-4	-3	0.5
Cc1cccc(Sc2ccc([N+](=O)[O-])cn2)c1	.	2	-8	.	0	4	.
Cc1ccc(-c2c[n+](CC(=O)Nc3nc(-c4ccccc4)cs3)c3n2CCC3)cc1	.	-13	-8	.	-2	-1	-1.0
N#C[C@@H]1[C@@H](c2ccc(-c3ccccc3F)cc2)[C@H](CO)N1C(=O)c1ccccn1	2	1	-4	-1	-1	-1	0.3
CC(C)(C)NC(=O)CSc1nc2cc(S(=O)(=O)N3CCCCC3)ccc2o1	4	.	-8	3	-3	1	-0.9
CCCNC(=O)Nc1ccc2c(c1)C(=O)N(C)C[C@@H](OC)[C@H](C)CN(C)[C@H](C)CO2	1	-1	-10	12	-2	9	-0.1
CO[C@@H](CN(C)S(=O)(=O)c1ccccc1)[C@@H](C)CN(C(=O)Nc1ccccc1F)[C@@H](C)CO	3	-2	-1	4	-2	6	0.0
CCOc1ccc(Cl)cc1Nc1nc(NCCO)nc(N2CCCC2)n1	-1	-1	?	3	.	0	-0.1
COc1cccc(C(=O)NC(=S)Nc2ccccc2N2CCCCC2)c1	1	-1	5	-4	1	-2	5.4
C[C@H](CO)N1C[C@H](C)[C@@H](CN(C)C)Oc2ncc(C#CC3(O)CCCC3)cc2C1=O	13	3	1	7	-3	4	0.2
O=C(c1ccco1)N(CCCN1CCOCC1)c1nc(-c2ccc(F)cc2)cs1	0	-8	.	-18	-9	-11	.
CCCCN(C)C1CCN(C(=S)Nc2cccc(SC)c2)CC1	.	4	7	.	2	1	-0.4
Cc1ccc(S(=O)(=O)N2CCOCC2)s1	1	5	-10	-2	-1	0	-1.1
CC(C)Cc1nnc(NC(=O)CCc2c[nH]c3ccccc23)s1	-1	5	-1	8	-9	-4	0.3
O=C(Nc1ccccc1)C(Cc1cccs1)c1nn[nH]n1 (stereo not drawn)	0	.	.	6	.	.	-0.9
CNC[C@H]1OCCCC[C@@H](C)Oc2ccc(NC(=O)c3ccccc3)cc2C(=O)N([C@H](C)CO)C[C@@H]1C	-1	0	12	20	8	-10	0.0
O=C1[C@H]2[C@H](ON3CCCC[C@H]23)C(=O)N1c1ccc(Cl)cc1	.	3	3	.	.	3	.
O=C(CSc1nnc(COc2ccccc2)o1)N1CCOCC1	.	-2	-2	-2	23*	-5	.
N#Cc1ccc(OCCOCCNC2CCCC2)cc1	.	2	4	.	2	0	.
COCCNC(=S)N1CCN(Cc2cccc(OC)c2)CC1	.	6	.	-2	.	3	2.6
O=C(c1cncc(Br)c1)N1CCN(S(=O)(=O)c2ccc3ccccc3c2)CC1	-2	2	-3	12	-1	-5	4.0
Cc1cc(S(=O)(=O)Nc2ccc(C(=O)NCCCN3CCCC3=O)cc2)ccc1F	.	-8	10	.	-2	2	-0.2
COc1ccccc1NC(=O)/C=C/c1ccc2c(c1)OCO2	.	-3	4	.	1	2	0.1
CC(=O)c1ccc(N2CCN(C(=O)C(=O)c3c(C)[nH]c4ccccc34)CC2)cc1	-4	1	9	4	4	1	0.0
C[C@H]1CN([C@@H](C)CO)S(=O)(=O)c2ccc(-c3ccccc3)cc2O[C@H]1CN(C)C(=O)C1CCC1	0	4	-3	-3&1	-3	-7	-0.1
CC(C)(C)NC(=O)CN(Cc1ccco1)C(=O)CCC(=O)Nc1nccs1	-2	-1	-3	-72	1	-6	-0.2
O=C(NCC[C@H]1CC[C@@H](NC(=O)C2CCOCC2)[C@@H](CO)O1)c1cc(Cl)cc(Cl)c1	-3	-3	5	0	-4	11	0.0
CN1C(=O)c2cc(NC(=O)C3CCCC3)ccc2OC[C@H]2O[C@@H](CC(=O)NCC3CC3)CC[C@@H]21	3	13	32*	-1	2	-3	0.2
CCN(C[C@@H]1[C@@H](c2ccccc2)[C@@H](CO)N1C(C)=O)C(=O)NC1CCCC1	0	1	-2	-4	6	-5	-0.1
CC(=O)c1sc(-c2ccccc2Cl)nc1C	.	6	0	.	-2	-3	0.0
Cc1ccc(C(=O)Nc2ccc(CN3CCS(=O)(=O)CC3)cc2)cc1C	.	5	-2	-20	0	1	.
CS(=O)(=O)Nc1ccc(C(=O)Nc2ccccc2C(=O)NCc2ccco2)cc1	5	2	-2	3	0	-3	2.6
Cc1ccc(S(=O)(=O)N2CCC(C(=O)NCc3ccccc3CN3CCCC3)CC2)cc1	-3	-4	0	-12	-4	7	1.0
Cc1nc2cc(Cl)ccc2c(=O)n1Cc1ccncc1	0	4	3	3	2	-3	0.2
O=C1c2ccncc2C(=O)N1CNc1ccc(Cl)cc1	.	2	1	.	0	1	0.0
Nc1nc(SCC(=O)c2ccc([N+](=O)[O-])cc2)n[nH]1	.	2	3	.	-1	3	1.7
O=S(=O)(c1ccccc1)N1CCN(Cc2ccccc2)CC1	-1	0	-1	-3	0	2	-0.6
O=c1c2cc(N3CCOCC3)ccc2[nH]c(=S)n1Cc1ccccc1Cl	.	7	2	.	0	8	.
Cc1ccc(CNC(=O)CSc2nc3c(sc4ccccc43)c(=O)n2CCCN2CCCC2)cc1	.	-5	0	.	-10	-3	0.1
Cc1noc(C)c1S(=O)(=O)N(C)C[C@H]1Oc2ccc(NC(=O)Nc3cccc4ccccc34)cc2CC(=O)N([C@@H](C)CO)C[C@@H]1C	-1	2	-4	48	11	-8	0.4
CN(C)C(CNC(=O)CN1C(=O)NC2(CCCC2)C1=O)c1ccccc1 (stereo not drawn)	-6	3	-3	5	1	-4	-0.2
COC(=O)Cc1[nH]n(-c2nc3ccccc3s2)c(=O)c1C(C)=Nc1ccc(C)cc1	.	-3	2	.	0	-15	.

Not a retest: 2 of the compounds above.
SMILES	PglD inh	ERp5 block	DENV2 CPE	Statin myotox sup	SIRT5 block	S100A4 MyoIIA	E-sel inducer
Nc1nc(SCC(=O)c2ccc([N+](=O)[O-])cc2)n[nH]1	.	2	3	.	-1	3	1.7
O=S(=O)(c1ccccc1)N1CCN(Cc2ccccc2)CC1	-1	0	-1	-3	0	2	-0.6

Printed as active in DENV2 CPE, among the entries above:
Molecule,PglD inh,ERp5 block,DENV2 CPE,SIRT5 block,S100A4 MyoIIA
CN1C(=O)c2cc(NC(=O)C3CCCC3)ccc2OC[C@H]2O[C@@H](CC(=O)NCC3CC3)CC[C@@H]21,3,13,32*,2,-3

The list continues:
SMILES	PglD inh	ERp5 block	DENV2 CPE	Statin myotox sup	SIRT5 block	S100A4 MyoIIA	E-sel inducer
O=C(C[n+]1ccc(Cc2ccccc2)cc1)Nc1ccc([N+](=O)[O-])cc1Cl	.	3	1	.	-2	2	-3.0
Cc1ccc(/C=C2\SC(N3CCCCC3)=NC2=O)cc1	2	3	0	7	-6	-2	.
O=C1C(=O)N(Cc2ccco2)C(c2cccs2)/C1=C(\O)c1cccc([N+](=O)[O-])c1 (stereo not drawn)	0	1	4	2	1	3	0.8
CO[C@H](CN(C)S(=O)(=O)c1ccccc1)[C@H](C)CN(C(=O)Nc1ccccc1F)[C@@H](C)CO	4	-2	-1	6	-2	-39	0.0
CNC[C@@H]1Oc2ncc(-c3ccc(OC)cc3)cc2C(=O)N([C@@H](C)CO)C[C@H]1C	1	1	-2	31	5	-5	-2.3
Cc1ccc2cccc(NS(=O)(=O)c3ccccc3)c2n1	.	-2	-23	.	-3	?	.
O=C(NC1CC1)c1cccc(NC(=O)C2CCN(S(=O)(=O)c3ccccc3C(F)(F)F)CC2)c1	3	6	-2	13	0	-1	-0.1
C[C@@H]1CN([C@H](C)CO)C(=O)CCCn2cc(nn2)CO[C@H]1CN(C)CC1CCCC1	3	-9	11	1	4	-2	0.1
O=[N+]([O-])c1ccc(/C=N/N2CCCCC2)cc1	-5	5	33*	-8	2	0	0.0
Cc1cc(NC(=O)C(C)SCC(=O)N(C)CC(=O)Nc2ccc(F)cc2)no1 (stereo not drawn)	0	1	1	-4	-3	4	.

Part of the list above, with bars between the fields.
smiles | PglD inh | ERp5 block | DENV2 CPE | Statin myotox sup | SIRT5 block | S100A4 MyoIIA | E-sel inducer
O=C(CSc1nnc(COc2ccccc2)o1)N1CCOCC1 | . | -2 | -2 | -2 | 23* | -5 | .
N#Cc1ccc(OCCOCCNC2CCCC2)cc1 | . | 2 | 4 | . | 2 | 0 | .

Continued:
SMILES	PglD inh	ERp5 block	DENV2 CPE	Statin myotox sup	SIRT5 block	S100A4 MyoIIA	E-sel inducer
CS(=O)(=O)N(CC(=O)N1CCCC1)c1ccccc1Br	2	3	4	-2	-5	-2	0.0
Cn1c(C(=O)OC(C(=O)NC(C)(C)C)c2cccnc2)cc2sccc21 (stereo not drawn)	.	4	.	.	6	-12	.
O=C(C[C@@H]1CC[C@H]2NC[C@H](O)COC[C@@H]2O1)NCCc1ccncc1	3	-1	14	3	3	8	0.6
CCOC(=O)c1cccc(-n2cccc2/C=C2\NC(=O)N(CC(=O)O)C2=O)c1	1	1	-6	-4	.	-3	0.2
NS(=O)(=O)c1ccc(CCNC(=O)C(=O)c2cn(CC(=O)N3CCCC3)c3ccccc23)cc1	-3	-3	2	1	2	46	0.0
C[C@H]1CN([C@@H](C)CO)C(=O)c2cc(NC(=O)C3CC3)ccc2O[C@H]1CN(C)Cc1ccc2c(c1)OCO2	3	-2	6	-11	3	0	-0.4
COc1ccc(C2=Nc3ccccc3NC(=O)C2N(CCCn2ccnc2)C(=O)c2cccc(S(C)(=O)=O)c2)cc1 (stereo not drawn)	-3	-8	3	5	-2	8	-0.1
CCOC(=O)C1C(=O)C=C(c2cccs2)CC1c1ccccc1 (stereo not drawn)	.	8	0	.	6	-7	-0.2
O=C1NC(=O)N(c2ccc(Cl)cc2)C(=O)/C1=C/c1ccc2c(c1)CCN2Cc1ccccc1Cl	7	1	2	.	-3	0	13
Cc1cc(=O)oc2cc(OCC(=O)NCCCN3CCCC3=O)ccc12	-4	-9	-3	-5	-1	-2	.
CO[C@H](CN(C)Cc1cc(F)ccc1F)[C@@H](C)CN([C@@H](C)CO)S(=O)(=O)c1ccc(C)cc1	4	1	?	-5	-4	-3	0.1
COc1ccc(CCNC(=O)C2CC2)cc1	.	3	1	.	0	6	.
O=[N+]([O-])c1cc(-c2csc(NC(CO)c3nc4ccccc4n3CCOCCO)n2)ccc1Cl (stereo not drawn)	-1	2	.	10	.	-6	-0.4
O=C(NCc1ccccn1)Nc1ccc(F)c(Cl)c1	-3	7	-3	-1	-3	3	-0.3
COc1ccccc1NC(=O)N(C)C[C@H]1Oc2ncc(C#CC(C)C)cc2C(=O)N([C@@H](C)CO)C[C@@H]1C	6	-3	-2	22	16*	4	0.2
CCOC(=O)C1=C[C@@H](C(C)(C)C)N(S(=O)(=O)c2ccc(C)cc2)[C@H]1c1ccc(F)cc1	0	3	17	-9	11	0	-0.1

Screens deposited in PubChem by Broad Institute.
